BCLXL inh – inhibitors of human Bcl-xL, primary screen, biochemical, fluorescence polarization, HTS | Bcl-2-like protein 1 (Homo sapiens), Q07817 | GST-Bcl-xL / FITC-Bim BH3 peptide fluorescence polarization | inhibition, % at 10.9 µM | 320,000 compounds, 0.7% hits | AID 2129, 2009;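 active = inhibition above the mean of all tested compounds plus 3 SD, cutoff set per campaign, cut at about 30% in these data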;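 note: 0% = DMSO wells and 100% = unlabeled Bim-BH3 peptide competitor; inhibitors lower millipolarization by displacing the labeled peptide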
Target sequence (Q07817 whole entry, looked up): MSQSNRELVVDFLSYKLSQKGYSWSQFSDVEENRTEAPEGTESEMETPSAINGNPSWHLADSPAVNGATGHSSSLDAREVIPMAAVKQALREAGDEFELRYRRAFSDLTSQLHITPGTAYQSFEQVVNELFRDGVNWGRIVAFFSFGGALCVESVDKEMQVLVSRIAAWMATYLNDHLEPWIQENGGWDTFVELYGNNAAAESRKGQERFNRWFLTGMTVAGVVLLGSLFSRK
Fam108B counter – mouse Fam108B serine hydrolase inhibitors, primary screen, counter-screen for RBBP9 inhibitor project, biochemical, fluorescence polarization. recombinant Fam108B, FP-Rh probe fluorescence polarization. inhibition, % at 9.51 µM. 300,000 compounds, 0.33% hits;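 active = inhibition above the screen mean inhibition plus 3 SD, computed separately per campaign, cut at about 18% in these data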;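 note: inhibitors lower polarization as less probe binds the enzyme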
GLD-1 RNA inh – GLD-1/TGE RNA complex disruptors, primary screen, biochemical, fluorescence polarization; Female germline-specific tumor suppressor gld-1 (Caenorhabditis elegans), Q17339; purified GLD-1 + fluorescein TGE RNA; inhibition, % at 5.96 µM; 320,000 compounds, 0.44% hits; AID 2280, 2010;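 active = percent inhibition above a per-plate cutoff, the plate mean of test compounds plus 3 SD, cut at about 30% in these data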;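 note: 0% = DMSO wells with GLD-1 and probe and 100% = wells lacking GLD-1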
Target sequence (Q17339 whole entry, looked up): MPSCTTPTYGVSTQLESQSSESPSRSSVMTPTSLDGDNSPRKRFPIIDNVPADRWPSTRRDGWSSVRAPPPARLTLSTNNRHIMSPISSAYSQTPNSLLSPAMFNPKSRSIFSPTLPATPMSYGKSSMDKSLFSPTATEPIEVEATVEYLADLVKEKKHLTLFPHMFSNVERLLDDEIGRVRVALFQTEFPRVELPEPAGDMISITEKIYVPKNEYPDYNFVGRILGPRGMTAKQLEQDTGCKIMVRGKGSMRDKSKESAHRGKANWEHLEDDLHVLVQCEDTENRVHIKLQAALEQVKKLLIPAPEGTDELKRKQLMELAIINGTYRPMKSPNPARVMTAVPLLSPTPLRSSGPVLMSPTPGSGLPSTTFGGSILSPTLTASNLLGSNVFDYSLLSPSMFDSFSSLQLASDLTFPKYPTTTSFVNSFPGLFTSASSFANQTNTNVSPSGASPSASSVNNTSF
MCL1 BIM primary – inhibitors of MCL1 binding to BIM-BH3, primary screen, biochemical, fluorescence polarization; GST-MCL1 / FITC-Bim-BH3 fluorescence polarization; 320,000 compounds, 0.68% hits; Induced myeloid leukemia cell differentiation protein Mcl-1 (Homo sapiens), Q07820; inhibition, % at 10.9 µM;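 active = inhibition above the mean inhibition of all tested compounds plus 3 SD, set per campaign, cut at about 40% in these data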;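 note: 0% = DMSO wells and 100% = unlabeled Bim-BH3 peptide control; higher means more loss of mP so more displacement of Bim peptide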
MEX-5 binding – MEX-5 zinc finger RNA-binding disruptors – biochemical, C. elegans, fluorescence polarization, MLPCN library, primary screen | Zinc finger protein mex-5 (Caenorhabditis elegans), Q9XUB2 | MEX-5/FITC-TCR2 RNA binding; stronger effect = lower value | activity score (negative = inhibition of binding), % at 10 µM | 300,000 compounds, 0.38% hits;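 active = inhibition past about -25% in most replicates, and total fluorescence under double the plate's negative control median, limit read from the data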;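 note: 0% = DMSO and -100% = 5 µM competing unlabeled TCR2 RNA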
GSTO1 inh – inhibitors of recombinant GSTO1, primary screen, counter-screen for RBBP9 inhibitor project, biochemical, fluorescence polarization; 300,000 compounds, 1.1% hits; activity-based probe fluorescence polarization; AID 1974, 2009; inhibition, % at 5.96 µM;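 active = inhibition above the campaign mean inhibition plus 3 SD, cut at about 35% in these data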;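 note: 0% = GSTO1-1 with DMSO and 100% = wells lacking GSTO1-1 enzyme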
Target sequence (P78417 whole entry, looked up): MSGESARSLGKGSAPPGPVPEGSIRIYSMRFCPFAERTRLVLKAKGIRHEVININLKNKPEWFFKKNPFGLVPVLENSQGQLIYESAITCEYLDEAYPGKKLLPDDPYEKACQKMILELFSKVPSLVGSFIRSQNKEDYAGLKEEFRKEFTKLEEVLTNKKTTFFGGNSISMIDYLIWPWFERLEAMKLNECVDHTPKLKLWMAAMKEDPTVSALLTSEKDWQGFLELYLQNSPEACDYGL
PAD4 inh – human PAD4 inhibitors, primary screen, biochemical, fluorescence polarization, 1536-well format | Protein-arginine deiminase type-4 (Homo sapiens), Q9UM07 | recombinant PAD4, RCA probe fluorescence polarization | inhibition, % at 6.36 µM | 330,000 compounds, 0.41% hits;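 active = percent inhibition above a cutoff equal to the mean of all tested compounds plus 3 SD, cut at about 15% in these data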;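 note: 0% = PAD4 with RCA probe and DMSO and 100% = probe without PAD4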
PME-1 primary – PME-1 inhibitors via competitive probe labeling, primary screen, biochemical, fluorescence polarization, FP-Rh probe, HTS; AID 2130, 2009; inhibition, % at 5.9 µM; Protein phosphatase methylesterase 1 (Homo sapiens), Q9Y570; 320,000 compounds, 0.53% hits; recombinant PME-1;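 active = inhibition above the campaign mean of all compounds plus 3 SD, cut at about 26% in these data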;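 note: competitive labeling of PME-1 active site by serine hydrolase directed probe; 0% = PME-1 with DMSO and 100% = wells lacking PME-1 enzyme; inhibitors block probe labeling so polarization falls and inhibition rises; many of its hits are not listed in these tables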
TPT1 inhibitor – Candida albicans TPT1 enzyme inhibitors, primary screen, biochemical, fluorescence polarization; recombinant caTPT1, FP RNA substrate dephosphorylation; inhibition, % at 5 µM; 300,000 compounds, 0.81% hits; AID 1962, 2009;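 active = inhibition above the mean of all tested compounds plus 3 SD, set per screening campaign, cut at about 24% in these data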;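 note: plate controls were DMSO alone for no effect and ferristatin control at 100 nM for full effect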
Numbers without * were called inactive; . = not tested or not shown. Not all compounds are listed (hit frequency here may not be typical).

mol,BCLXL inh,Fam108B counter,GLD-1 RNA inh,MCL1 BIM primary,MEX-5 binding,GSTO1 inh,PAD4 inh,PME-1 primary,TPT1 inhibitor
CC1(C)CC(=O)C2=C(C1)NC(SCC(=O)Nc1ccccc1)=C(C#N)C2c1ccco1 (configuration not stated),5,0,8,9,3.2,0,7,3,5
CCOc1ccc(C2=CS/C(=C(\C#N)c3nnc4n3CCCCC4)N2CC)cc1,2,4,4,-1,0.4,5,-1,0,1
C(=N\Nc1nnnn1-c1ccccc1)/c1ccncc1,16,-1,1,10,1.0,4,-1,1,3
Cc1cccc(N2C(=O)C(Cl)=C(Nc3c(C)n(C)n(-c4ccccc4)c3=O)C2=O)c1C,10,-1,3,9,0.9,4,-5,-2,1
COc1ccc(N2C(=O)CC(Nc3ccc(C(=O)O)cc3)C2=O)cc1OC (configuration not stated),2,-2,-1,4,-1.1,5,-2,-4,4
O=C(Nc1ccccc1Cl)C1CCCN(c2ncnc3c2nc2n3CCCCC2)C1 (configuration not stated),5,0,0,3,-3.4,8,-6,2,-2
COc1ccc(NC(=O)c2ccccc2NC(=O)CSc2ccc(Cl)cc2)cc1,5,3,-1,-3,-0.9,7,-1,1,-5
CCCCC(=O)Nc1ncc(S(=O)(=O)c2ccc([N+](=O)[O-])cc2)s1,0,-6,-5,-6,-0.1,-5,-2,0,1
COc1ccc(NC(=O)c2ccccc2NC(=O)COc2ccccc2)cc1,0,3,0,1,0.4,1,-1,-4,2
O=C(NCCc1ccc(F)cc1)c1ccc2c(=O)n3c(nc2c1)CCC3,-6,-3,1,-6,-2.1,-5,0,-2,-3
N#CCCOC1(C#CCN2CCCC2)CCCCC1,2,3,-5,6,-1.2,0,0,-6,-4
Cc1ccc2c(COC(=O)c3ccc(C)c(C)c3)cc(=O)oc2c1,-2,10,-2,-1,3.2,11,2,-3,0
O=C1C=C(c2ccc(OC(F)(F)F)cc2)C[C@@H](c2ccc(F)cc2)C1,3,.,1,2,.,.,-2,-3,.
Cc1cccc(N(Cc2nnc3n2CCCCC3)C(=O)Nc2ccccc2)c1,5,-3,-1,1,0.3,3,-11,5,2
O=C(NCC(c1cccs1)N1CCOCC1)c1ccco1 (configuration not stated),4,2,5,5,-1.5,1,-3,-6,1
Cc1ccc(N(Cc2ccccc2)C(=O)c2cc(S(=O)(=O)N3CCOCC3)ccc2F)cc1,-25,.,-7,-54,.,.,0,3,.
CN(C)c1ccc(CNC(=O)c2cc(S(=O)(=O)N3CCOCC3)cn2C)cc1,4,-2,5,5,1.3,0,-3,-1,0
COc1ccc2sc(-c3ccccc3OC)c(C#CCCO)c2c1,3,.,4,-5,.,.,1,-8,.
COc1ccc(NC(=O)Nc2ccncc2)c(OC)c1,6,3,-3,-2,0.8,-7,-4,4,-1
COc1ccc(OCC(=O)N/N=C/C=C/c2ccccc2)cc1,3,-1,-2,-3,0.3,5,-6,-2,-4
COc1ccccc1C(=O)NCC(=O)OCc1ccc(Br)cc1,6,-1,7,5,1.7,0,2,6,1
COc1ccc(S(=O)(=O)NCCc2ccco2)cc1OC,5,7,-12,3,1.7,4,0,0,1
O=C(Cn1nnc2ccccc2c1=O)NC1CCCc2ccccc21 (configuration not stated),1,1,-3,-3,0.5,0,4,-5,2
C=CCN(c1ccccc1)S(=O)(=O)c1cccc(C(=O)O)c1,1,-2,2,0,3.3,-3,2,0,-4
CNC(=O)NC(=O)COC(=O)c1cccc(S(=O)(=O)N2CC3(C)CC2CC(C)(C)C3)c1 (configuration not stated),-11,-2,-4,-5,0.0,3,-6,3,1

Not a retest: entries from further up.
mol,BCLXL inh,Fam108B counter,GLD-1 RNA inh,MCL1 BIM primary,MEX-5 binding,GSTO1 inh,PAD4 inh,PME-1 primary,TPT1 inhibitor
CC1(C)CC(=O)C2=C(C1)NC(SCC(=O)Nc1ccccc1)=C(C#N)C2c1ccco1 (configuration not stated),5,0,8,9,3.2,0,7,3,5
CCOc1ccc(C2=CS/C(=C(\C#N)c3nnc4n3CCCCC4)N2CC)cc1,2,4,4,-1,0.4,5,-1,0,1
C(=N\Nc1nnnn1-c1ccccc1)/c1ccncc1,16,-1,1,10,1.0,4,-1,1,3
Cc1cccc(N2C(=O)C(Cl)=C(Nc3c(C)n(C)n(-c4ccccc4)c3=O)C2=O)c1C,10,-1,3,9,0.9,4,-5,-2,1
COc1ccc(N2C(=O)CC(Nc3ccc(C(=O)O)cc3)C2=O)cc1OC (configuration not stated),2,-2,-1,4,-1.1,5,-2,-4,4
O=C(Nc1ccccc1Cl)C1CCCN(c2ncnc3c2nc2n3CCCCC2)C1 (configuration not stated),5,0,0,3,-3.4,8,-6,2,-2
COc1ccc(NC(=O)c2ccccc2NC(=O)CSc2ccc(Cl)cc2)cc1,5,3,-1,-3,-0.9,7,-1,1,-5
CCCCC(=O)Nc1ncc(S(=O)(=O)c2ccc([N+](=O)[O-])cc2)s1,0,-6,-5,-6,-0.1,-5,-2,0,1
COc1ccc(NC(=O)c2ccccc2NC(=O)COc2ccccc2)cc1,0,3,0,1,0.4,1,-1,-4,2

(list continues)
mol,BCLXL inh,Fam108B counter,GLD-1 RNA inh,MCL1 BIM primary,MEX-5 binding,GSTO1 inh,PAD4 inh,PME-1 primary,TPT1 inhibitor
O=C(COC(=O)C1CC1)Nc1ccc(OC(F)F)cc1,0,-1,10,-6,-1.6,-7,0,-5,2
O=C(C1CCC1)N1CCN(c2ccnc3cc(Cl)ccc23)CC1,5,6,4,2,-1.8,-13,1,3,-1
O=C(CNc1ccc(F)cc1)N/N=C1\CCc2ccccc21,3,-3,5,5,-2.5,4,-4,-4,3
COc1cccc(-c2ccc3nnc(SCC(=O)N4CCOCC4)n3n2)c1,1,-5,9,1,-0.1,1,-3,0,-3
Nc1nnc(SCC(=O)c2cccc([N+](=O)[O-])c2)s1,3,4,-10,-1,-2.7,13,6,-11,-3
COCC(C)n1c(C)cc(C(=O)CSc2nnc(Nc3ccccc3F)s2)c1C (configuration not stated),1,-2,1,0,-0.4,2,-2,-3,0
CC(=O)c1c(C(C)=O)c(C)n(-c2ccc3ncccc3c2)c1C,4,7,6,4,-0.3,6,3,4,1
CN(c1ccc(C(=O)NCc2ccncc2)cc1)S(C)(=O)=O,1,-3,0,6,-0.1,2,8,-3,-4
Oc1ccc(-c2nc3ncccn3c2Nc2ccc3c(c2)OCCO3)cc1,4,8,-4,2,2.3,-3,-3,2,0
COC(=O)[C@@]1(Cc2ccc(OC)cc2)[C@H]2c3cc(C(=O)N(C)C)n(Cc4ccc(OC(F)(F)F)cc4)c3C[C@H]2CN1C(=O)c1ccccc1,3,1,-1,3,0.8,9,3,-4,-1
Cc1cc(SCC(=O)NCCCN2CCCC2=O)nc2ccccc12,-3,.,-7,-10,.,.,-2,6,.
Cn1cccc1C(=O)NS(=O)(=O)c1ccccc1Cl,1,-4,2,2,-0.7,-3,-1,1,1
COc1ccc(S(=O)(=O)N2CCOC2CNC(=O)C(=O)NCCCN2CCOCC2)cc1OC (configuration not stated),2,-2,3,-1,-1.1,2,-5,3,-1
Cc1c(NC(=O)CSc2nc3ccc(Cl)cc3[nH]2)c(=O)n(-c2ccccc2)n1C,-2,-11,10,-2,.,7,-2,5,4
COCC(=O)N(Cc1cc2cccc(C)c2[nH]c1=O)c1ccccc1,7,-6,1,3,-5.0,2,3,-5,0
COC(=O)c1ccccc1NC(=O)NC1CCN(Cc2ccccc2)CC1,-6,2,-5,-5,-0.9,-2,-6,4,-4
CCC1CCCCN1Cc1ccc(OC)c(C)c1C (configuration not stated),2,7,-7,-2,1.1,13,-6,-9,-3
CC(C)(C)C(=O)/C(=C\c1ccc([N+](=O)[O-])cc1)n1cncn1,2,4,-1,4,1.0,1,6,-3,1
Cc1[nH][nH]c(=O)c1C=NCc1cccnc1,1,1,-1,7,1.6,-2,-2,5,3
Oc1ccc(/C=C/c2nc(-c3ccccc3O)n(-c3ccccc3)n2)cc1,0,2,4,-3,1.9,0,5,2,3
CCCCc1ccc(NC(=O)COc2ccc(C(=O)Nc3ccccc3OCC)cc2)cc1,1,-1,-4,-1,-0.8,6,0,-3,-2
Cc1ccccc1OC1C(=O)N(CC2CCCO2)C1c1ccc2c(c1)OCO2 (configuration not stated),100*,-2,4,5,-3.4,3,4,1,0
COc1ccc(N(CC(O)CN2C(=O)NC(C)(C)C2=O)S(=O)(=O)c2ccccc2)cc1 (configuration not stated),9,6,1,11,-0.2,14,-5,-12,-3
CCOc1ccc(N2C(=O)CC(N3CCN(c4ccc(F)cc4)CC3)C2=O)cc1 (configuration not stated),7,0,2,11,0.9,8,-1,-4,0
CCOC(=O)N1CCN(S(=O)(=O)N2CCCC(C(=O)NCc3ccc(OC)cc3OC)C2)CC1 (configuration not stated),0,3,-3,-2,-0.4,-17,-1,0,3

mol,BCLXL inh,Fam108B counter,GLD-1 RNA inh,MCL1 BIM primary,MEX-5 binding,GSTO1 inh,PAD4 inh,PME-1 primary,TPT1 inhibitor
CCOC(=O)C1CCN(C(=O)c2cc(S(=O)(=O)N3CCCCCC3)ccc2OC)CC1,-3,-3,-2,-8,3.4,3,-1,9,3
COc1ccc(CNC(=O)CC(C)S(=O)(=O)c2ccc3c(c2)NC(=O)CO3)cc1 (configuration not stated),4,3,0,-5,1.3,-1,-4,-3,-2
Cc1ccc(NC(=O)N/C=C/c2ccccc2)cc1,9,-10,3,3,2.5,-6,-1,-12,-4
O=[N+]([O-])c1ccc(S(=O)(=O)NCC(c2cccnc2)N2CCc3ccccc3C2)cc1 (configuration not stated),-3,3,3,-6,-1.3,19,-1,3,2
O=C(Cc1ccc(S(=O)(=O)N2CCOCC2)s1)Oc1ccc(F)cc1,2,2,1,3,0.5,1,4,-2,3
CC(C)c1ccc(NC(=O)C(c2ccccc2)N2CCC3(CC2)OCCO3)cc1 (configuration not stated),4,-1,3,7,-2.9,8,-6,0,-2
CCOC(=O)c1c(OCCO)nn(-c2ccc(Cl)cc2)c1N,2,1,4,4,0.0,6,1,-9,-3
COc1ccc(-c2nc3ccc([N+](=O)[O-])cc3o2)cc1,1,2,4,7,2.4,3,-3,0,-3
OCCC#Cc1c(-c2ccsc2)sc2ccccc12,2,-4,-10,0,0.9,3,-1,-6,-5

Screening data deposited in PubChem BioAssay by several laboratories.
